BRCA1 expr act – increases BRCA1 expression; MCF7-BRCA1-FFLuc reporter, luminescence, 48 h; response scale: scaled: vehicle 0%, 10 µM genistein 100%; Potency, µM (titrated, usually from 46.1 µM), for the others: top-dose activation, most hits filed as activators; 380,000 compounds, 1.1% hits; AID 624202; further: nearly all actives have a fitted effect of over 80% in size; some results filed as inactive show a strong effect at the top dose
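Quantitative HTS in MCF7 cells stably reporting BRCA1 expression via firefly luciferase. Compound treatment lasts 48 h at 37 °C in phenol-red free MEM. Activation is expressed relative to genistein at 10 microM and DMSO.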
FLuc counter – firefly luciferase modulation, counter-screen for miR-21 project | P08659 | purified FLuc, Km substrates, luminescence inhibition | Potency, µM (series often up to 57.5 µM), inactives show at the top dose activity change, negative = inhibition, actives largely listed as inhibitors | 360,000 compounds, 6.9% hits;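 further: plate controls were vehicle for no effect and reference inhibitor for full effect; nearly all actives have a fitted effect of over 55% in size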
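Biochemical qHTS of compounds, final roughly 60 µM downward over six points, against 10 nM purified firefly luciferase using Km concentrations of substrates (10 uM D-luciferin, 10 uM ATP) in Tris acetate pH 7.5 buffer; luminescence output.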
p53 reactivation – re-activators of mutant p53 | Potency, µM (series often up to 92.2 µM), for the others: at the highest dose activity change, positive = activation, usual class: activators | H1299 p53-A138V BP100-luciferase reporter, luminescence, 24 h | 320,000 compounds, 0.063% hits; further: % of control where 0% means no effect; nearly all actives have a fitted effect of over 45% in size
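H1299 (p53-null), stable ts p53-A138V + BP100-Luc; 1000 cells/well, Opti-MEM/10% FBS; cpd 4 pt, 1:5; 24 h, 37 deg C, 5% CO2; detection reagent 10 min RT; luminescence.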
RORg inh – blocks mouse ROR gamma transcriptional activity; P51450; 310,000 compounds, 5.4% hits; Potency, µM (series often up to 53.6 µM), for the others: at the top dose activity change, negative = inhibition, actives largely listed as inhibitors; AID 2551; Drosophila S2 Gal4-RORgamma UAS-luciferase reporter, 20 h; further: on the % scale 0 is the no-effect control and ±100 the full control effect; nearly all actives have a fitted effect of over 60% in size
Target sequence (P51450 whole entry, looked up, the tested form may be a part): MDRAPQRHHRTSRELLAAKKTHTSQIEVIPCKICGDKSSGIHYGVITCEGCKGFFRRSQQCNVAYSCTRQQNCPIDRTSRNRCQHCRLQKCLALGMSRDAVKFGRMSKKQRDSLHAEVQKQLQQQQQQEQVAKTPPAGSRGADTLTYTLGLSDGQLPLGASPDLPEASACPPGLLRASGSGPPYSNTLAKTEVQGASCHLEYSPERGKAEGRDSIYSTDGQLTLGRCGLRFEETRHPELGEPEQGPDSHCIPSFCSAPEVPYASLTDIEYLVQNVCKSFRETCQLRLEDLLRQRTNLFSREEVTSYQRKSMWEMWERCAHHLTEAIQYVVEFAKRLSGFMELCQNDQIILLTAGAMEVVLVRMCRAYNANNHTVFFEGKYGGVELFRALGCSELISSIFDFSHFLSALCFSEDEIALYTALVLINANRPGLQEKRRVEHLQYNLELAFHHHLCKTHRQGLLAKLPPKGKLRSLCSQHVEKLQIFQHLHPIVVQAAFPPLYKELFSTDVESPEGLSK
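Stably transfected Drosophila Schneider cells are the test system, with ROR gamma fused to Gal4 and luciferase under UAS control; luminescence is read after 20 hr of 700 uM copper sulfate induction at ambient temperature.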
NPC1 promoter act – activators of NPC1 promoter. 320,000 compounds, 2.4% hits. Potency, µM (highest dose often 9.22 µM), inactives show at the top dose activation, hits mostly activators. Huh7 NPC1 promoter luciferase reporter, 24 h;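 further: % of control where 0% means no effect; nearly all actives have a fitted effect of over 60% in size; reporter is driven by a mutant NPC1 promoter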
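Cells: Huh7 expressing luciferase under the NPC1 promoter, 1500/well. Seeded 2 h, compound added, incubated 24 h at 37 °C. Luciferase reagent, 10 min ambient, then luminescence.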
uPA surface inh – inhibitors of cell surface uPA generation; cell surface uPA generation assay, qHTS; Potency, µM (series often up to 38.3 µM), for the others: top-dose activity change, negative = inhibition, most hits filed as inhibitors; 330,000 compounds, 0.31% hits; active means well fitted inhibition curve with a large enough effect; inconclusive means small, poorly fitted or top-dose-only effect; inactive means no such curve, though single readings can be large or run the other way; tested in mouse RAW 264.7 cells; further: on the % scale 0 is the no-effect control and ±100 the full control effect; nearly all actives have a fitted effect of over 55% in size
Gal4-VP16 FLuc – Gal4-VP16 reporter inhibition counter-screen; Potency, µM (highest dose often 53.6 µM), for inactives: at the highest dose activity, negative = inhibition, most hits filed as inhibitors; 310,000 compounds, 3.5% hits; AID 2546; Drosophila S2 Gal4-VP16 UAS-luciferase, luminescence, 20 h;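 further: Gal4-VP16 expression switched on by copper sulfate through the metallothionein promoter; on the % scale 0 is the no-effect control and ±100 the full control effect; nearly all actives have a fitted effect of over 50% in size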
MBNL1-CUG inh – inhibitors of human MBNL1 binding to CUG repeat RNA; Q9NR56; TR-FRET MBNL1-His/biotin-(CUG)12 binding, 665/545 ratio; Potency, µM (titrated, usually from 57.5 µM), without a hit: at the highest dose activity change, negative = inhibition, most hits filed as inhibitors; 280,000 compounds, 0.036% hits; AID 2675; active means well fitted inhibition curve with a large enough effect in the signal ratio, with a control signal flat, not every such curve was filed as active; inconclusive means small, poorly fitted or top-dose-only effect, or effect the other way, or a change in a side signal; inactive means no such curve, though single readings can be large or run the other way; the % refers to the signal ratio; further: on the % scale 0 is the no-effect control and ±100 the full control effect
Target sequence (Q9NR56 whole entry, looked up): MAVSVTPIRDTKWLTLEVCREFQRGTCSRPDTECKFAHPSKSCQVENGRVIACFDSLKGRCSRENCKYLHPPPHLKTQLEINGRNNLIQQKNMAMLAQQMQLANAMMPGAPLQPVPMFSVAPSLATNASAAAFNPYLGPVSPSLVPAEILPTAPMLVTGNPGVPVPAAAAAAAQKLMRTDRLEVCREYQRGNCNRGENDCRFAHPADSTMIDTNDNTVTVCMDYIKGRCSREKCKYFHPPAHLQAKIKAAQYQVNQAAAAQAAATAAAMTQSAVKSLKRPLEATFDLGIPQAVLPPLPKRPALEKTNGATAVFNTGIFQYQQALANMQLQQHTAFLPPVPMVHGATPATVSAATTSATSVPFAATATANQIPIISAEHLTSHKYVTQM
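MBNL1-His + Biotin-(CUG)12, cpd titration 92 nM–58 uM; Tb anti-His Ab 0.055 ng/ul, SA-XL665 5 nM (final); 60 min RT; ratiometric 665/545 nm, Ex 340 nm; normalized to buffer and full-complex controls.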
ELG1 genotoxic – induces genotoxicity in HEK293T cells with luciferase-tagged ELG1; 330,000 compounds, 1.3% hits; HEK293T ELG1-luciferase reporter, luminescence, 16 h; AID 504466; Potency, µM (doses to about 46 µM), without a hit: at the highest dose activity change, positive = activation, usual class: activators; further: % of control where 0% means no effect; nearly all actives have a fitted effect of over 60% in size
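Genotoxic stress is detected as increased luminescence from luciferase-tagged ELG1 in HEK293T cells, measured with ONE-Glo after a 16 hr treatment at 37 °C.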
Rab9 promoter act – activators of Rab9 promoter. Huh7 Rab9 promoter-luciferase reporter, luminescence, 24 h. Potency, µM (top dose mostly 9.22 µM), for inactives: at the top dose activation, negative = inhibition, most hits filed as activators. 320,000 compounds, 2.8% hits; further: % of control where 0% means no effect; nearly all actives have a fitted effect of over 60% in size
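Huh7 cells stably carrying Rab9 promoter–luciferase reporter, plated 1500 cells/well, compound added after 2 h and incubated 24 h at 37 °C; luciferase luminescence then read after 10 min with detection reagent.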
* = called active by the depositor; ? = inconclusive; nt = not tested or not shown; [ ] = dose if it differs, or a comment. Unless noted, the call rests on the fitted dose curve; in most records, active means well fitted curve in the direction sought with a large enough effect; inconclusive means small, poorly fitted or top-dose-only effect, or another doubt; inactive means no such curve, though single readings can be large; an effect the other way counts as inactive or inconclusive. Potency means the concentration at half of the fitted maximal effect. Hits appear at their usual frequency (roughly 13% active in at least one column).

canonical_smiles	BRCA1 expr act	FLuc counter	p53 reactivation	RORg inh	NPC1 promoter act	uPA surface inh	Gal4-VP16 FLuc	MBNL1-CUG inh	ELG1 genotoxic	Rab9 promoter act
Cc1ccc(C(=O)Oc2csc(=S)n2C(=O)c2ccc(C)cc2)cc1	-5%	?	-1%	-32%	-6%	3%	0%	20%	1%	6%
O=C(CCNS(=O)(=O)c1ccccc1)NNC(=O)c1cccc(Cl)c1	4%	nt	11%	nt	nt	15%	nt	nt	2%	nt
CCOc1ccc(C(=O)NCCN2CCCC2)cc1	6%	-2%	5%	-36%	1%	1%	-14%	-14%	0%	2%
COC(=O)CSc1nnc(CNC(=O)c2ccccc2F)n1-c1ccc(F)cc1	-22%	-5%	1%	-3%	2%	2%	-9%	-2%	1%	-4%
COc1cc(CNc2ncn[nH]2)cc(Br)c1OC	-29%	1%	-1%	0%	16%	-6%	4%	0%	1%	5%
CCSc1nnc(NC(=O)Cc2cc(OC)c(OC)c(OC)c2)s1	0%	-8%	-2%	-4%	-1%	4%	3%	-2%	1%	-1%
COc1ccc(C=C2C(=O)c3ccccc3C2=O)cc1O	0%	3.4µM*	18%	?	0%	-1%	?	?	-2%	-2%
COc1ccc(CCNC(=O)C2CCN(C(=O)N(C)C)CC2)cc1OC	-6%	-1%	-1%	34%	-1%	12%	2%	-6%	1%	-3%
COc1ccc(OCC(=O)N/N=C(\CCC(=O)O)c2cccs2)cc1	9%	-14%	-1%	10%	0%	0%	-13%	-2%	3%	0%
CC(/C=C1\N=C(SCc2ccccc2Cl)SC1=O)=C\c1ccccc1	5%	4%	0%	-10%	2%	4%	-3%	3%	-3%	1%
CCn1c(SCc2nc3ccccc3c(=O)[nH]2)nnc1-c1ccncc1	3%[1.84 µM]	3%	-5%	11%	-1%	4%	-1%	-3%	-4%	5%
Cn1nnc(NC(=O)c2ccccc2)n1	5%	-13%	0%	?	-1%	6%	20%	-4%	1%	0%
Cn1c(=O)n(C)c2cc(S(=O)(=O)N3CCCCC3)ccc21	-29%	2%	-4%	-35%	-1%	-2%	16%	1%	10%	-2%
CCOC(=O)C(C)n1cnc2scc(-c3ccc(C)cc3)c2c1=O (stereo unspecified)	-5%	-1%	-60%[inhibitor]	16%	-1%	-6%	0%	-4%	-5%	-5%
CCCn1c(=O)c2c(C(F)(F)F)cc(-c3cccs3)nc2n(CCC)c1=O	-24%	0%	3%	-5%	1%	14%	-10%	0%	0%	-7%
CCCNC(=O)COc1ccc2c(=O)c(Oc3ccccc3F)coc2c1	-2%	-6%	-3%	?	-2%	6%	-8%	-26%	-4%	-7%
O=C1Nc2ccccc2N(O)N1c1cc(-c2ccccc2Cl)no1	-1%	6µM*	-1%	-28%	?	-7%	?	-11%	-1%	18%
Cn1cc([N+](=O)[O-])c(C(=O)Nc2sc3c(c2C#N)CCC3)n1	-10%	-18%	?	24%	12%	-10%	13%	?	6%	6%
O=C(CN1CCN(Cc2cccc(Cl)c2)C1=O)NCc1ccccn1	2%	3%	-4%	5%	-1%	14%	0%	3%	3%	-1%
CC(=O)c1c(C)[nH]c(C(=O)COC(=O)CCCOc2ccccc2)c1C	-4%	4%	-3%	14%	19%	3%	3%	nt	-1%	-1%
COc1ccc(Cn2nnnc2C(c2cccs2)N2CCCCCC2)cc1 (stereo unspecified)	-39%	6%	10%	?	0%	-1%	-11%[0.365 µM]	?	-9%	-3%
Cc1cccc(C)c1OCC(O)CNS(=O)(=O)c1ccccc1C(=O)N1CCCCC1 (stereo unspecified)	-38%	3%	-6%	-3%	0%	nt	-4%	?	-7%	-6%
Cc1[nH]c2ccccc2c1C(=O)COc1ccccc1	6%	?	2%	35%	16%	16%	2%	1%	14%	24%
O=C(COc1ccc([N+](=O)[O-])cc1)N(Cc1cccs1)C1CCS(=O)(=O)C1 (stereo unspecified)	0%	2%	-9%	1%	-1%	-1%	-4%	?	-3%	2%
COC(=O)[C@H](CC(C)C)NC(=O)N1CCCCC1	-5%	-1%	-3%	-2%	-5%	1%	-15%	0%	-2%	-4%
CC(=O)Nc1ccc(NC(=O)C/C(C)=N/NC(=O)c2cccc3ccccc23)cc1	-6%	15µM*	2%	-2%	-11%	0%	0%	3%	1%	-6%
O=C(CCCn1c(=O)c2sccc2n(Cc2cc(=O)n3ccccc3n2)c1=O)NCc1ccco1	1%	-1%	1%	-26%	-1%	5%	-6%	?	-1%	7%
O=C(C[C@H]1C[C@H](C(=O)N2CCOCC2)[C@@]2(CCC3CCCC3)c3[nH]c4cc(-c5ccco5)ccc4c3CCN2C1=O)NCCC1=CCCCC1	-64%	nt	-2%	nt	nt	18%	nt	nt	-8%	nt
CCOC(=O)C1(CCc2ccccc2)CCN(C(=O)Cc2nonc2C)CC1	-2%	19µM*	18%	8%	-1%	nt	?	-12%	12%	?
COc1ccc(-c2c(C)n([O-])c3c([n+]2=O)CCCCC3)cc1OC	0%	0%	0%	0%	-1%	-4%	-7%	?	2%	-6%
Cc1cc(C)n2c(SC(C)C(=O)NC3(C#N)CCCCC3)nnc2n1 (stereo unspecified)	10%	7%	1%	nt	-5%	11%	nt	nt	1%	1%
O=C(NCc1cccs1)C1CCN(C(=O)NCc2ccccc2)CC1	-3%	-2%	-10%	36%	-2%	-3%	-1%	-13%	-2%	1%
CCN(c1cc(C)cc(C)c1)S(=O)(=O)c1nnc(NC(=O)C(C)C)s1	-14%	3%	-7%	-4%	-4%	-4%	-9%	2%	-3%	-12%
CC(NC1CCCCC1)C(=O)NN=C(c1ccccc1)c1ccccc1 (stereo unspecified)	-29%	1%	-1%	3%	-2%	nt	-13%	-4%	-2%	6%
CCCc1cnc(N2CCN(C(=S)NC)CC2)nc1	?	17µM*	6%	39%	?	0%	?	-9%	23µM*	4.5µM*
COC(=O)c1ccc(OC(=O)CCN2c3ccccc3Sc3ccccc32)cc1	-13%	3%	-5%	0%	-1%	7%	-11%	10%	1%	0%
CN(C(=O)NC1CC(=O)N(c2ccc3c(c2)OCCO3)C1)c1ccccc1 (stereo unspecified)	14%	-3%	2%	nt	-4%	-1%	nt	nt	-4%	9%
O=C(C1CCCO1)N1CCC(c2nc3ccccc3[nH]2)CC1 (stereo unspecified)	3%	8%	2%	-33%	-1%	nt	-3%	-1%	6%	-4%
Cc1cc(N=Cc2c(O)n(-c3ccc(C)c(C)c3)c(=O)c3ccccc23)no1	nt	-1%	12%	18%	-23%	nt	3%	3%	2%	-23%
Cc1c(NC(=O)C(C)OC(=O)c2ccccc2O)c(=O)n(-c2ccccc2)n1C (stereo unspecified)	-1%	nt	1%	nt	nt	0%	nt	nt	2%	nt

Ordered by SMILES length (largest number first): part of the list above
canonical_smiles	BRCA1 expr act	FLuc counter	p53 reactivation	RORg inh	NPC1 promoter act	uPA surface inh	Gal4-VP16 FLuc	MBNL1-CUG inh	ELG1 genotoxic	Rab9 promoter act
Cc1c(NC(=O)C(C)OC(=O)c2ccccc2O)c(=O)n(-c2ccccc2)n1C (stereo unspecified)	-1%	nt	1%	nt	nt	0%	nt	nt	2%	nt
CCN(c1cc(C)cc(C)c1)S(=O)(=O)c1nnc(NC(=O)C(C)C)s1	-14%	3%	-7%	-4%	-4%	-4%	-9%	2%	-3%	-12%
CN(C(=O)NC1CC(=O)N(c2ccc3c(c2)OCCO3)C1)c1ccccc1 (stereo unspecified)	14%	-3%	2%	nt	-4%	-1%	nt	nt	-4%	9%
COc1ccc(-c2c(C)n([O-])c3c([n+]2=O)CCCCC3)cc1OC	0%	0%	0%	0%	-1%	-4%	-7%	?	2%	-6%
COC(=O)c1ccc(OC(=O)CCN2c3ccccc3Sc3ccccc32)cc1	-13%	3%	-5%	0%	-1%	7%	-11%	10%	1%	0%
Cc1cc(C)n2c(SC(C)C(=O)NC3(C#N)CCCCC3)nnc2n1 (stereo unspecified)	10%	7%	1%	nt	-5%	11%	nt	nt	1%	1%
CC(NC1CCCCC1)C(=O)NN=C(c1ccccc1)c1ccccc1 (stereo unspecified)	-29%	1%	-1%	3%	-2%	nt	-13%	-4%	-2%	6%
O=C(NCc1cccs1)C1CCN(C(=O)NCc2ccccc2)CC1	-3%	-2%	-10%	36%	-2%	-3%	-1%	-13%	-2%	1%
O=C(C1CCCO1)N1CCC(c2nc3ccccc3[nH]2)CC1 (stereo unspecified)	3%	8%	2%	-33%	-1%	nt	-3%	-1%	6%	-4%

High-throughput results deposited in PubChem by National Center for Advancing Translational Sciences (NCATS).
